# NF-kB expr up: compounds increasing NF-kB expression in human neuronal cells; fold change at 12.5 µM; NF-kB reporter expression; active compounds read high; AID 1239; 190,000 compounds, 1.6% hits; in the data active = fold change above about 3.3
# Diaphorase act: diaphorase activation or chemical reduction counter-screen. AID 1229. Diaphorase/resazurin coupled assay, resorufin fluorescence, 16 min; active compounds read high; 1 = vehicle wells, 0 = NADH-free wells. 190,000 compounds, 0.005% hits. activation factor at 20 µM;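 active = diaphorase activity raised at least twofold by the compound at 20 µM; inactive = activation factor below 2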
#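 Material: purified diaphorase enzyme from Clostridium kluyveri; Also added: 0.114 mM NADH and 0.1 mM resazurin, final amounts; Doses: single compound dose of 20 µM, 1% DMSO final; Times: 16 min enzyme reaction, ambient temperature; Detection: resorufin fluorescence, excitation 544 nm, emission 590 nm; Measure: increased resorufin signal from activators or reducing compounds.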
# APP transl inh: APP translation inhibition. 190,000 compounds, 0.82% hits. AID 1285. inhibition, % at 2 µM. SH-SY5Y APP 5'UTR-luciferase reporter, luminescence;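 active = inhibition above a set limit, derived from the sample mean plus 3 SD, cut at about 45% in these data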; also: values of inactives mirror those of a sister screen read the other way
# APP 5'UTR act: APP 5'UTR luciferase reporter activation; SH-SY5Y APP 5'UTR luciferase reporter, luminescence; zero percent = DMSO vehicle wells; activation, % at 2 µM; 190,000 compounds, 1% hits; AID 1276;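 active = activation above a set limit, based on mean plus 3 SD of controls, cut at about 140% in these data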; also: values of inactives mirror those of a sister screen read the other way
# STAT1 activator: STAT1 signaling activation; activation (% of control), % at 5.5 µM; 200,000 compounds, 2.6% hits; AID 932; NIH 3T3 STAT1-luciferase reporter, IFN-gamma, luminescence; 100% = IFN-gamma alone, no compound;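 active = activation above the screen-wide mean activation plus 3 SD, cut at about 130% in these data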;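 also: raw ratio to IFN-gamma control signal so 100% means no change and 0% no light; values of inactives mirror those of a sister screen read the other way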
# Diaphorase inh: counter-screen for diaphorase-based assays: diaphorase inhibitors and chemical oxidizers; diaphorase resazurin-to-resorufin fluorescence, NADH, 16 min; bacterial (C. kluyveri) enzyme, not human; inhibition, % at 20 µM; 190,000 compounds, 0.69% hits; AID 1217;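 active = primary screen inhibition at 20 µM above a set limit, cut at about 50% in these data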;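 also: plate controls were DMSO with full reaction for no effect and wells lacking NADH for full effect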
#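 System: Diaphorase enzyme from Clostridium kluyveri | Amount: Enzyme working solution with 0.14 U/mL diaphorase | Benchmarks: No-NADH positive control and DMSO neutral control | Signal: Fluorescence of resorufin formed from resazurin, Ex 544/Em 590 nm | Schedule: 16-min room-temperature incubation before reading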
# G6PDH CS: inhibits Leuconostoc G6PDH, flagging false hits in G6PDH-based assays | Purified L. mesenteroides G6PDH, diaphorase/resazurin coupled fluorescence, 45 min | inhibition, % at 5 µM | 200,000 compounds, 0.12% hits | AID 1020; in the data active = inhibition above about 50%
# TLR4 MyD88 comp: inhibitors of human TLR4-MyD88 binding | AID 861 | 200,000 compounds, 0.18% hits | HeLa CL3-4 TLR4/MyD88 BLA complementation, FRET ratio | inhibition, % at 8.4 µM; in the data active = inhibition above about 25%;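 also: 0% = vehicle and 100% = reference inhibitor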
# FLuc inhib CS: inhibits firefly luciferase, flagging false hits in luciferase inhibition screens; AID 1006; inhibition, % at 10 µM; 200,000 compounds, 1.5% hits; ATPLite firefly luciferase biochemical luminescence, 10 min;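 active = inhibition above about 50% when tested at 10 µM, limit read from the data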
# Target sequence (P08659 whole entry, looked up): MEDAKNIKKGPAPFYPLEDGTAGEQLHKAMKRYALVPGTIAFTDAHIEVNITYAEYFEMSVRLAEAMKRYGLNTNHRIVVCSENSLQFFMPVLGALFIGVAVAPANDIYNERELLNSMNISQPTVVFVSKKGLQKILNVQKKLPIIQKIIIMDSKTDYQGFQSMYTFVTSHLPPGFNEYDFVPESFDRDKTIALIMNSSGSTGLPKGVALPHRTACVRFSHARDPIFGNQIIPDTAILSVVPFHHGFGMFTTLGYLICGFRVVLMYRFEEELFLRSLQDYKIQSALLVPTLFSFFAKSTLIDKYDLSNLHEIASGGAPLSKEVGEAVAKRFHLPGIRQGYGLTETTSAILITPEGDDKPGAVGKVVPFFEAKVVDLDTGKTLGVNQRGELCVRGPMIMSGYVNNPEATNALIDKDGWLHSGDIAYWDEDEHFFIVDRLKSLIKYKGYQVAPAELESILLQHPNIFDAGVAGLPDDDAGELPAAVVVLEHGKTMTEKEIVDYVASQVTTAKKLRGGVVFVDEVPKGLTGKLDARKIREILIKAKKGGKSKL
# FLuc act counter: firefly luciferase counter-screen for stimulation assays; 200,000 tested, under 10 active; P08659; ATPlite luciferase biochemical, luminescence, 10 min; 0 = ATP-free wells, 1 = DMSO control; activation factor at 10 µM; AID 1027;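 active = luciferase activation factor, scaled between plate controls, of at least 2 with compound at 10 µM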
#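 System: cell-free luciferase reagent; medium: PBS as buffer for the ATP substrate; doses: test compounds dosed from 2 mM stocks in 100% DMSO; incubation: 10 min, room temperature; measured by: luminescence from luciferase reaction; read-out: luciferase activation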
# The depositor's hits bear a star; nt = no result given; & = joins results of further samples.
1. CCOC(=O)C1(CCCc2ccccc2)CCN(C(=O)[C@@H]2C[C@@H](C)NC(=S)N2)CC1
2. Cc1cc(OCCCCCNCCO)cc(C)c1Cl
3. N/C(=N\OC(=O)c1ccc(Br)o1)c1ccccn1
4. Cc1cccc(C(=O)NNC(=O)Nc2ccccc2)c1
5. COCCn1cc(C(=O)NCc2cccs2)c2c3ccccc3n(C)c2c1=O
6. Cc1cccc(C(=O)Nc2ccccc2N2CCN(c3ccc(F)cc3)CC2)c1
compound no.	1	2	3	4	5	6
NF-kB expr up	0.99	0.75	3.7*	1.4	1.1	0.97
Diaphorase act	1.1	0.9	0.9	0.9	0.8	0.8
APP transl inh	-9	-9	-149	9	-14	-17
APP 5'UTR act	9	9	149*	-9	14	17
STAT1 activator	104	94	119	94	97	97
Diaphorase inh	-9	14	8	8	22	17
G6PDH CS	13	5	7	2	8	8
TLR4 MyD88 comp	-5	3	12	6	-3	0
FLuc inhib CS	0	-2	78*	-6	-2	-11
FLuc act counter	1	1	0.2	1.1	1	1.1

7. COc1ccc(N2CC(O)=C(c3nc(-c4ccc(Cl)cc4)cs3)C2=N)cc1
8. C#CCSc1[nH]c(=O)cc(C)c1C#N
9. CCOP(=O)(OCC)c1nc(-c2cccc3ccccc23)oc1NCc1ccccc1
10. O=C(CCN=C1NS(=O)(=O)c2ccccc21)N1CCc2ccccc2C1
11. CCC(C)NC(=O)c1ccccc1-c1ccccc1C(=O)NC(C)CC (centres undefined)
12. Cc1ccc(S(=O)(=O)Nc2ccc3c(c2)OCCO3)cc1
compound no.	7	8	9	10	11	12
NF-kB expr up	1.3	0.95	1.2	1.3	nt	1.7
Diaphorase act	1	nt	0.7	0.9	0.9	1
APP transl inh	-16	0	2	5	9	-6
APP 5'UTR act	16	0	-2	-5	-9	6
STAT1 activator	95	101	104	99	94	97
Diaphorase inh	3	nt	29	9	9	2
G6PDH CS	4	20	-24	12	8	4
TLR4 MyD88 comp	-7	-8	1	5	11	-4
FLuc inhib CS	-2	-1	-6	-1	-3	-8
FLuc act counter	1	1	1.1	1	1	1.1

13. O=C(NNC(=S)NC1CCCCC1)c1sc2ccccc2c1Cl
14. Cc1ccccc1Nc1nc(N)nc(CN2C(=O)NC3(CCCCC3C)C2=O)n1 (centres undefined)
15. CCNC(=S)NNC(=O)c1cc(-c2cccc(OC)c2)nc2ccccc12
16. CC1(C)CC(NC(=S)NCc2ccco2)CC(C)(C)N1
17. COC(=O)c1ccc(C(=S)N2CCOCC2)cc1
18. CNCCCCOc1ccccc1-c1ccccc1
compound no.	13	14	15	16	17	18
NF-kB expr up	1.5	0.84	1	nt	1.2	0.93
Diaphorase act	1.2	0.9	1	0.9	1	0.9
APP transl inh	-15	3	18	-2	-13	-5
APP 5'UTR act	15	-3	-18	2	13	5
STAT1 activator	104	97	98	99	104	100
Diaphorase inh	-18	9	-2	7	-5	7
G6PDH CS	9	6	1	2	-15	7
TLR4 MyD88 comp	-17	-2	-4	3	-5	5
FLuc inhib CS	-6	-7	83*	-7	-3	0
FLuc act counter	1.1	1.1	0.2	1.1	1	1

19. Cc1ccc(NS(=O)(=O)c2ccc(NC(=O)c3ccc(Br)o3)cc2)c(C)c1
20. COc1ccccc1NC(=O)Cc1noc(CSc2cc(C)c3ccccc3n2)n1
21. CS(=O)(=O)Nc1cccc(C2=NN(C(=O)c3ccccc3Cl)C(c3ccccc3O)C2)c1 (centres undefined)
22. O=c1cc(-c2ccc([N+](=O)[O-])cc2)c2ccc(O)cc2o1
23. Cc1ccc(-n2nnnc2SCC(=O)Nc2ccccc2-c2ccccc2)cc1C
24. O=C(Nc1ccc(Cl)cc1)c1cccnc1N1CCCCC1
compound no.	19	20	21	22	23	24
NF-kB expr up	0.9	0.97	1.2	1.5	1.1	0.99
Diaphorase act	0.8	0.7	0.8	0.9	0.9	0.9
APP transl inh	-4	1	5	31	-1	-24
APP 5'UTR act	4	-1	-5	-31	1	24
STAT1 activator	97	104	94	94	88	97
Diaphorase inh	24	27	22	9	6	6
G6PDH CS	-21	-29	5	8	-16	7
TLR4 MyD88 comp	-6	5	5	3	-1	-2
FLuc inhib CS	-6	-8	-5	10	-4	-8
FLuc act counter	1.1	1.1	1.1	0.9	1	1.1

25. CCCCCCC(=O)N/N=C(\C)Cc1ccccc1
26. Oc1ccc(Nc2nc(-c3ccc(O)cc3)cs2)cc1
27. Cc1ccc(C)c(S(=O)(=O)N/N=C/c2ccc(C(=O)O)cc2)c1
28. CCS(=O)(=O)c1ccc2c(c1)N(S(=O)(=O)c1ccccc1)CC(C(=O)O)O2 (centres undefined)
29. COCc1cccc(N2C(=O)CC(C3C=C(C)C4C(=O)N(c5cccc(COC)c5)C(=O)C4C3)C2=O)c1 (centres undefined)
30. Oc1ccccc1CNc1cnc2ccccc2c1
compound no.	25	26	27	28	29	30
NF-kB expr up	1.2	2.6	1.1	1.6	1.2	3.6*
Diaphorase act	1	0.8	0.8	1.1	0.9	0.8
APP transl inh	14	-62	3	-2	10	-71
APP 5'UTR act	-14	62	-3	2	-10	71
STAT1 activator	99	97	112	95	95	103
Diaphorase inh	0	20	17	-8	14	18
G6PDH CS	-13	-12	6	5	4	8
TLR4 MyD88 comp	-28	5	1	10	12	4
FLuc inhib CS	-11	15	-4	-1	-4	4
FLuc act counter	1.1	0.8	1	1	1	1

31. C/C(=N\NC(=O)c1ccc(Cn2cc([N+](=O)[O-])cn2)o1)c1cccc(NC(=O)c2cccnc2)c1
32. COc1cc(C2=NOC(C(=O)NCc3cccs3)C2)cc(OC)c1OC (centres undefined)
33. NS(=O)(=O)c1ccc(S(=O)(=O)NCCc2ccccc2)cc1
34. CCOc1ccc(-n2nnc3c(=O)n(CC(=O)c4ccccc4)cnc32)cc1
35. COc1cc(-c2cc(-c3ccc(O)cc3)nc(N)c2C#N)ccc1O
36. COc1cc(/C=C/C(=O)N2CCOCC2)ccc1OCc1ccccc1
compound no.	31	32	33	34	35	36
NF-kB expr up	0.55	1.8	0.94	nt	1	0.98
Diaphorase act	0.8	0.9	0.8	0.8	nt	0.9
APP transl inh	-21	nt	-13	-16	4	11
APP 5'UTR act	21	nt	13	16	-4	-11
STAT1 activator	113	103	103	103	79	107
Diaphorase inh	16	13	17	19	nt	7
G6PDH CS	-5	14	2	-41	2	-3
TLR4 MyD88 comp	-2	-12	2	5	-16	-4
FLuc inhib CS	-6	-1	-6	-5	3	-1
FLuc act counter	1.1	1	1.1	1.1	1	1

37. CC(=O)Oc1ccc(C(=O)Nc2ccc3c(c2)C(=O)N(CCC(=O)O)C3=O)cc1
38. O=C1C2C3C=CC(C3)C2C(=O)N1CNc1ccc(O)cc1 (centres undefined)
39. Cc1cc(OC(=O)c2cc(F)c(F)cc2Cl)nc(C)n1
40. COc1cc(-c2nc3cnccn3c2Nc2ccccc2)ccc1O
41. COc1cc(/C=N/NS(=O)(=O)c2ccccc2)ccc1OS(=O)(=O)c1ccc(C)cc1
42. CCOC(=O)c1c(C)[nH]c(C)c1C(=O)Cn1nnc(-c2ccccc2C)n1
compound no.	37	38	39	40	41	42
NF-kB expr up	0.9	0.99	1.2	0.53	1.1	0.76
Diaphorase act	0.9	0.4	0.9	0.8	1	nt
APP transl inh	7	nt	0	-28	-12	2
APP 5'UTR act	-7	nt	0	28	12	-3
STAT1 activator	95	nt	99	92	100	102
Diaphorase inh	6	64*	9	17	4	nt
G6PDH CS	4	42	2	-34	5	nt
TLR4 MyD88 comp	3	nt	7	2	5	0
FLuc inhib CS	1	-5	-7	-2	-6	nt
FLuc act counter	1	1.1	1.1	1	1.1	nt

43. CN1CCN(c2cc(N3CCc4ccccc4C3)c(F)cc2[N+](=O)[O-])CC1
44. Cc1ccc(-c2cc(C(F)(F)F)c(C#N)c(SCC(=O)O)n2)cc1
45. CC(C)C[C@H](N)c1cn([C@@H](CCCCN)C(=O)N2CCNCC2)nn1
46. CCOC(=O)C1=C(CN2CCCCC2)NC(=O)NC1c1cc(C)ccc1C (centres undefined)
47. O=C1N/C(=C/c2ccc(N3CCOCC3)o2)C(=O)N1c1cccc(Cl)c1
48. Cc1nn2c(N3CCCC3)cc(C(C)C)nc2c1-c1ccccc1
compound no.	43	44	45	46	47	48
NF-kB expr up	0.93	1	1.1	0.98	1.6	1.1
Diaphorase act	0.9	0.9	1	1.1	0.8	0.7
APP transl inh	7	-4	-6	13	76*	-4
APP 5'UTR act	-7	4	6	-13	-76	4
STAT1 activator	111	98	111	95	130*	103
Diaphorase inh	12	14	-5	-9	16	27
G6PDH CS	-24	5	8	0	4	5
TLR4 MyD88 comp	10	-7	5	0	11	-7
FLuc inhib CS	-2	-3	-5	-8	-4	-5
FLuc act counter	1	1	1.1	1.1	1	1.1

49. COc1ccc(NC(=O)Nc2ccccc2)cc1S(=O)(=O)N1CCCCC1
50. COc1ccc(C2(C(=O)NCc3ccccc3Cl)CCOCC2)cc1OC
51. Cc1noc(C)c1COC(=O)c1cccnc1SCC(=O)Nc1ccc2c(c1)OCO2
52. CN(C)/C=C(/C(=O)c1ccc(Cl)cc1Cl)S(=O)(=O)c1ccccc1
53. Cc1ccc(S(=O)(=O)Nc2c(C)n(C)n(-c3ccccc3)c2=O)cc1
54. CC(C)Oc1ccc(C(=O)Nc2ccc(N3CCCCC3)cc2)cc1
compound no.	49	50	51	52	53	54
NF-kB expr up	1	1.2	1.6	1.9	0.9&1.2	1.2
Diaphorase act	0.9	1	0.8	0.8	1&0.9	0.8
APP transl inh	-32	-20	-48	nt	-20&5	7
APP 5'UTR act	33	20	48	nt	20&-5	-7
STAT1 activator	88	95	110	106	91&96	109
Diaphorase inh	9	-2	20	17	-1&6	16
G6PDH CS	-1	8	0	2	4&1	0
TLR4 MyD88 comp	8	2	-1	1	2&3	2
FLuc inhib CS	2	-4	-6	-4	-8&-7	4
FLuc act counter	1	1	1.1	1	1.1&1.1	1

55. CC(=O)c1cccc(NC(=O)C2CCCCC2)c1
56. O=C(COC(=O)c1ccc(Cl)c(S(=O)(=O)N2CCCC2)c1)NC1CCCCC1
57. CC(=O)Nc1c(O)nc(SCC(=O)Nc2sc3c(c2C#N)CCCCCC3)[nH]c1=O
58. CC1(C)Cc2nc3sc4c(N5CCCC5)nnnc4c3cc2CO1
59. CCN(CC(=O)Nc1ccc2c(c1)OCCO2)Cc1cc(=O)oc2cc(C)c(C)cc12
compound no.	55	56	57	58	59
NF-kB expr up	0.82	1.8	1.2	0.93	1.3
Diaphorase act	0.9	1	0.9	nt	0.7
APP transl inh	1	-21	nt	13	-5
APP 5'UTR act	-1	21	nt	-13	5
STAT1 activator	102	104	108	101	101
Diaphorase inh	9	4	13	nt	26
G6PDH CS	-2	6	-3	12	-26
TLR4 MyD88 comp	7	-7	-3	6	6
FLuc inhib CS	0	-6	-3	-4	-1
FLuc act counter	1	1.1	1	1	1

# From PubChem BioAssay

# Random draw from the library; overall some 5.6% were active at least once.
